# Source: PubChem (several laboratories)
# MT stabilizer: microtubule stabilizers in HeLa cells | % tubulin-high responders, % at 10 µM | actives 0.83% (n = 200,000) | HeLa tubulin immunostaining HCS, 24 h; share of cells brighter than vehicle mean+2SD;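 active means plate Z-score above 3 for both tubulin-high and condensed-nucleus cell shares, with cell loss under 80%, at 10 µM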;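 further: anti alpha tubulin signal scored within the nucleus-defined area of each cell; some results filed as inactive read as strong as hits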
# Dynein transport: blocks dynein driven cargo transport along microtubules. 3617.4 mouse cells, GR-EGFP nuclear translocation imaging; test concentration mostly 20 µM; stimulated with dexamethasone, 1 µM; hits give low values. z-score, hits read low. actives 0.47% (n = 220,000). AID 1381;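 active means plate z-score of nuclear minus cytoplasmic receptor signal below a set negative limit, without overly bright fluorescence or cell loss, cut at about -3.5 in these data, passing the limit was not always enough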;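 further: z-score of nuclear minus cytoplasmic ring GR-EGFP intensity difference per well; some compounds called inactive have numbers as strong as hits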
#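 medium = tetracycline-free induction medium containing charcoal-stripped FBS | probe or stimulus = dexamethasone, 1.0 µM final | timing = 48 h induction, then 1 h compound, then 30 min agonist, 37 °C | detection = automated 10x imaging of fixed Hoechst-stained cells | read-out basis = nuclear versus cytoplasmic GR-EGFP signal, averaged per well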
# Yfh1-depleted yeast: enhancers of respiration in Yfh1-depleted yeast, dose response, Friedreich's ataxia, plus single-dose screen (AID 1465). S. cerevisiae Yfh1-off respiration, WST-1 reduction, 72 h; higher fold induction means a stronger effect. fold induction at 50 µM, or EC50 in µM where a hit was titrated. actives 0.074% (n = 220,000);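 active means fold induction of absorbance versus untreated yeast above a set limit, then at least 30% activation at any dose in follow-up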;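 further: activators that raise dye reduction in frataxin-depleted yeast; strong numbers were not always called active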
# Insulin prom up: MIN6 insulin promoter up-regulation; actives 0.3% (n = 190,000); MIN6 insulin promoter-GFP reporter, high-content imaging; hits give high values; z-score at 5 µM;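 active means z-score above 3 at 5 µM with at least 500 cells counted in the well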
# M17LAP inhibition: P. falciparum M17LAP inhibitors, primary screen, biochemical, fluorogenic H-Leu-NHMec substrate, 1536-well (AID 1619) | recombinant M17LAP, H-Leu-NHMec fluorogenic kinetic assay; higher % means a stronger effect | inhibition, % at 30 µM; hits with a dose series show IC50 in µM | actives 0.38% (n = 220,000);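 active means compound inhibiting the enzyme by more than half at any dose during confirmatory dose-response retesting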;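 further: plate controls were full reaction with DMSO carrier for no effect and no enzyme background for full effect; strong numbers were not always called active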
# bCat nuc transl: modulators of beta-catenin nuclear translocation. actives 0.3% (n = 190,000). nuclear translocation activity, % at 5 µM. HeLa beta-catenin nuclear translocation, immunofluorescence imaging. AID 1665;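 active means nuclear translocation activity above 50% at 5 µM, with a well cell count of 50 or more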;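 further: per-cell ratio of nuclear to cytoplasmic median beta-catenin stain intensity; plate controls were DMSO negative control for no effect and GSK-3 inhibitor IX positive control for full effect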
#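 Test system: human HeLa cell line; Doses: 5 µM primary, 0.02–20 µM confirmation; Incubation: 24 h compound exposure, 37°C; Detection: beta-catenin immunofluorescence imaging with DAPI; Read-out: beta-catenin nuclear/cytoplasmic ratio, % activation.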
# Autophagy mod: modulators of autophagy | MEF GFP-LC3 puncta imaging; test concentration mostly 10 µM | calls only at 10 µM (by protocol) | actives 0.98% (n = 190,000) | AID 463193;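 active means percentage of spot-positive cells more than 3 SD above its plate mean, without a fluorescence outlier flag or 80% toxicity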;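 further: spot-positive cell cutoff set from DMSO-treated cells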
# NOD1 NF-kB reporter: inhibition of NOD1-driven NF-kB reporter – cell-based, luminescence, uHTS, primary screen (AID 1578); NOD1-driven NF-kB luciferase reporter cells, luminescence; higher % means a stronger effect; actives 1% (n = 290,000); one-dose inhibition, % at 4 µM; EC50 in µM for titrated hits; in the data active means inhibition mostly above about 36%, no sharp cut-off; inactive means mostly below about 34%;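 further: HEK-293T reporter cells stimulated with the NOD1 agonist gamma-tri-DAP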
# NOD2 inhibition: NOD2 signaling inhibitors, cell-based, luminescence, uHTS, HEK293 (AID 1566) | HEK293 NOD2/NF-kB luciferase reporter, luminescence; higher % means a stronger effect | inhibition, % at 4 µM; hits with a dose series show EC50 in µM | actives 0.63% (n = 290,000); in the data active means inhibition above about 50%; further: many of its hits are not listed in these tables
# Dynein transport cytoplasmic EGFP: also measured in Dynein transport; calls as there; z-score; measured here: cytoplasmic GR-EGFP intensity; hits give high values
# Dynein transport nuclear GR-EGFP: recorded beside Dynein transport, whose call it bears; z-score; measured here: nuclear GR-EGFP intensity;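 lower value marks the stronger effect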
# Dynein transport cell count: further read-out of Dynein transport, marked with its call; z-score; measured here: cell count per field
# Insulin prom up cell count: further read-out of Insulin prom up, marked with its call; cell count; measured here: cytotoxicity, nuclei count;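 total cells summed across four imaged fields per well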
# bCat nuc transl cell count 5 µM: further read-out of bCat nuc transl, marked with its call; cell count; measured here: cell count, cytotoxicity flag
# MT stabilizer Hoechst-high %: recorded beside MT stabilizer, whose call it bears; % Hoechst-high responders; measured here: nuclear condensation Hoechst responders;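 share of cells brighter than vehicle mean plus two SD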
# MT stabilizer cytotoxicity %: further read-out of MT stabilizer, marked with its call; toxicity, %; measured here: cytotoxicity by cell density;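 0% = mean cell density of plate MIN control wells and 100% = no cells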
# Autophagy mod cell loss 18 h: recorded beside Autophagy mod, whose call it bears; toxicity, %; measured here: cell loss, nuclei count;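 cell loss after 18 h compound exposure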
# * = called active by the depositor; i = inactive; . = no result given. Only part of the results is shown; rates above refer to the full screens.
entry	SMILES	MT stabilizer	MT stabilizer Hoechst-high %	MT stabilizer cytotoxicity %	Dynein transport	Dynein transport cytoplasmic EGFP	Dynein transport nuclear GR-EGFP	Dynein transport cell count	Yfh1-depleted yeast	Insulin prom up
1	CCOc1cc(/C=C2\C(=O)N(Cc3ccco3)C(C)=C2C(=O)OC)ccc1O	3.4	3.2	4.2	-4.4*	0.5*	-1.6*	0.14*	i	-0.19
2	CNC(=S)NNC(=O)c1cccn(Cc2ccc(Cl)c(Cl)c2)c1=O	0.8	2.1	6.8	-0.18	-0.11	-0.37	-0.03	i	.
3	COC(=O)CCC(=O)Nc1ccccc1C(N)=O	2.1	1.9	7.0	-1.7	-0.15	-0.69	0.64	i	0.65
4	Cc1cccc(C(=O)Nc2ccnc(-c3ccncc3)n2)c1	4.3	2.7	2.1	-1.2	-0.37	-1.1	0.32	i	0.11
5	O=C1CSC(c2ccncc2)N1Cc1ccco1 (stereo not given)	2.0	3.1	11	-0.49	-0.35	-0.3	1.3	i	-1.6
6	CCOc1ccccc1NC(=O)Cn1nnc(C(=O)NCc2ccco2)c1N	25*	32*	53*	-0.2	-0.27	-0.0061	-0.13	.	.
7	CCn1c(COc2ccc(=O)n(-c3ccccc3)n2)nnc1SCc1ccccc1C	1.7	0.8	8.5	.	.	.	.	i	-4.2
8	CN1CCN(C(=O)c2c(NC(=O)c3ccco3)sc3c2CCC(C(C)(C)C)C3)CC1 (stereo not given)	2.7	4.0	20	0.5	-0.42	0.13	-0.29	i	0.51
9	COc1ccc(C2c3c(ncn(CCN4CCOCC4)c3=N)Oc3ccc4ccccc4c32)cc1OC (stereo not given)	22	13	29	0.55	0.15	0.43	-0.72	i	-0.81
10	O=c1c(-c2nc3ccccc3o2)c2oc3ccccc3n2c2ccccc12	1.5	0.3	21	-0.14	-0.23	0.26	0.61	i	0.15
11	CCOc1ccccc1NC(=O)CCn1cccc1	3.8	3.5	3.8	0.2	-0.34	0.6	-0.19	i	-0.33
12	CCC(C)(C)n1nnnc1C(c1ccccc1OC)N1CCSCC1 (stereo not given)	2.4	1.8	4.0	-0.28	-0.21	-0.064	-0.65	i	-0.54
13	Cc1c(C)n(O)c2ccc3nonc3c12	.	.	.	0.52	-0.13	0.18	-1.7	i	-0.96
14	COc1cc(/C=C/C(=O)OCC(=O)NCC2CCCO2)ccc1OCC#N (stereo not given)	2.9	2.2	0.2	0.59	0.16	1.7	-1.5	i	0.76
15	CCCCn1nnnc1SCC(=O)Nc1sc2c(c1C#N)CCCC2	3.2	0.9	6.9	2.4	-0.11	0.91	-1.7	i	.

entry	Insulin prom up cell count	M17LAP inhibition	bCat nuc transl	bCat nuc transl cell count 5 µM	Autophagy mod	Autophagy mod cell loss 18 h	NOD1 NF-kB reporter	NOD2 inhibition
1	1391	5%	-0.4	1413	i	8	-25%	1%
2	.	8%	.	.	i	-4	12%	2%
3	1134	-4%	0.1	1217	i	3	-2%	16%
4	1239	0%	-1.5	1128	i	5	-1%	17%
5	984	2%	-4.2	951	i	-18	-19%	10%
6	.	14%	.	.	i	36	-41%	-68%
7	549	-2%	-1.0	1044	i	-4	-9%	6%
8	813	-9%	-2.2	891	i	-8	-11%	14%
9	1106	11%	6.0	1428	i	5	-21%	2%
10	1311	3%	.	.	i	11	-35%	3%
11	1118	-3%	0.8	975	i	3	-14%	14%
12	1420	19%	.	.	i	-2	-20%	-2%
13	1193	9%	-0.1	1272	.	.	-10%	-4%
14	1457	-4%	.	.	i	19	-48%	6%
15	.	-10%	-2.3	987	i	-1	21%	16%

# Four compounds already listed, ordered by the value under Dynein transport cytoplasmic EGFP, highest first.
nr | SMILES | MT stabilizer Hoechst-high % | Dynein transport | Dynein transport cytoplasmic EGFP | Dynein transport nuclear GR-EGFP | Dynein transport cell count | M17LAP inhibition | NOD1 NF-kB reporter | NOD2 inhibition
1 | CCOc1cc(/C=C2\C(=O)N(Cc3ccco3)C(C)=C2C(=O)OC)ccc1O | 3.2 | -4.4* | 0.5* | -1.6* | 0.14* | 5% | -25% | 1%
14 | COc1cc(/C=C/C(=O)OCC(=O)NCC2CCCO2)ccc1OCC#N (stereo not given) | 2.2 | 0.59 | 0.16 | 1.7 | -1.5 | -4% | -48% | 6%
5 | O=C1CSC(c2ccncc2)N1Cc1ccco1 (stereo not given) | 3.1 | -0.49 | -0.35 | -0.3 | 1.3 | 2% | -19% | 10%
4 | Cc1cccc(C(=O)Nc2ccnc(-c3ccncc3)n2)c1 | 2.7 | -1.2 | -0.37 | -1.1 | 0.32 | 0% | -1% | 17%

# Single records, as listed above.
# CCn1c(COc2ccc(=O)n(-c3ccccc3)n2)nnc1SCc1ccccc1C reads MT stabilizer: 1.7; MT stabilizer Hoechst-high %: 0.8; MT stabilizer cytotoxicity %: 8.5; Dynein transport: .; Dynein transport cytoplasmic EGFP: .; Dynein transport nuclear GR-EGFP: .; Dynein transport cell count: .; Yfh1-depleted yeast: i; Insulin prom up: -4.2; Insulin prom up cell count: 549; M17LAP inhibition: -2%; bCat nuc transl: -1.0; bCat nuc transl cell count 5 µM: 1044; Autophagy mod: i; Autophagy mod cell loss 18 h: -4; NOD1 NF-kB reporter: -9%; NOD2 inhibition: 6%
# CCOc1ccccc1NC(=O)Cn1nnc(C(=O)NCc2ccco2)c1N reads MT stabilizer: 25*; MT stabilizer Hoechst-high %: 32*; MT stabilizer cytotoxicity %: 53*; Dynein transport: -0.2; Dynein transport cytoplasmic EGFP: -0.27; Dynein transport nuclear GR-EGFP: -0.0061; Dynein transport cell count: -0.13; Yfh1-depleted yeast: .; Insulin prom up: .; Insulin prom up cell count: .; M17LAP inhibition: 14%; bCat nuc transl: .; bCat nuc transl cell count 5 µM: .; Autophagy mod: i; Autophagy mod cell loss 18 h: 36; NOD1 NF-kB reporter: -41%; NOD2 inhibition: -68%

# New compounds follow
entry	SMILES	MT stabilizer	MT stabilizer Hoechst-high %	MT stabilizer cytotoxicity %	Dynein transport	Dynein transport cytoplasmic EGFP	Dynein transport nuclear GR-EGFP	Dynein transport cell count	Yfh1-depleted yeast	Insulin prom up
16	COc1cc([N+](=O)[O-])cc(/C=N/NC(=O)c2ccc(NC(=O)c3ccc(C)cc3)cc2)c1O	23	4.6	32	-0.93	-0.3	-0.45	0.15	i	-1.5
17	Cc1ccc(C)c(OCCCC(=O)O)c1	2.8	1.7	7.2	0.18	-0.16	0.088	-0.52	i	0.71
18	CCNc1nc(NCC)nc(OCCOC(=O)c2ccccc2)n1	4.3	1.9	11	0.92	-0.2	0.91	-0.094	i	-0.02
19	CCCn1c(SCC(=O)Nc2ccc3c(c2)OCCO3)nnc1-c1ccco1	2.4	1.9	4.0	1.1	-0.26	0.51	-0.15	i	-0.15
20	Cc1ccc(Nc2oc(C)nc2C#N)cc1	3.2	2.2	12	-1.6	-0.28	-0.59	0.96	i	-0.62
21	O=C(NC1CCCCC1)N1CCC(c2nc3ccccc3[nH]2)CC1	2.8	1.5	0.3	2.3	-0.23	0.58	-0.46	i	0.26
22	COc1ccc(NC(=O)NNC(=O)CCC(=O)Nc2ccccc2Cl)cc1	2.4	1.8	9.5	0.34	-0.3	0.094	-0.59	i	0.19
23	N#Cc1c(N)nc2c(c1-c1ccc3c(c1)OCO3)CCc1ccccc1-2	26*	22*	27*	-0.24	-0.21	-0.18	-0.11	i	0.16
24	COc1ccc(-c2nc(-c3ccc(Br)o3)no2)cc1	8.4	2.9	6.6	-0.34	-0.14	0.091	0.16	i	1.1
25	Cc1ccc(C)c(NC(=S)N2CCC(c3nc4ccccc4s3)CC2)c1	1.7	0.7	5.7	-0.097	-0.079	-0.051	-0.037	i	0.1
26	Cc1ccc(S(=O)(=O)N(C(=O)c2ccncc2)c2ccc(OC(=O)c3ccncc3)c3ccccc23)cc1	9.5	1.7	10	-0.86	-0.13	-0.57	-0.07	i	0.28
27	Cc1ccc(S(=O)(=O)c2ccc(Cl)cc2)cc1S(=O)(=O)N(C)CC(=O)O	4.5	2.4	0.2	0.22	-0.24	-0.13	0.044	i	0.3
28	COc1ccc(S(=O)(=O)Nc2c(C)n(C)n(-c3ccccc3)c2=O)cc1	2.1	2.2	5.1	0.14	-0.24	0.055	-0.44	i	0.76
29	O=C(O)c1cc2ccccc2c2cc(Br)ccc12	.	.	.	-3.9	13	-0.089	-5.1	i	-0.24
30	CCN(CC)C(=O)C1CCN(Cc2cccc(OCc3ccccc3)c2)CC1	4.8	2.0	9.6	0.024	-0.2	0.091	0.025	i	-4.2
31	COc1ccc(S(=O)(=O)N2CCCC(C(=O)N3CCN(C)CC3)C2)cc1C (stereo not given)	1.6	0.8	2.4	2	-0.058	2.3	-2.3	i	-1.5
32	COCC(=O)Nc1ccccc1C#N	2.2	2.1	2.5	0.98	-0.27	0.61	-0.36	.	-0.63

entry	Insulin prom up cell count	M17LAP inhibition	bCat nuc transl	bCat nuc transl cell count 5 µM	Autophagy mod	Autophagy mod cell loss 18 h	NOD1 NF-kB reporter	NOD2 inhibition
16	1206	-5%	-0.8	1521	i	39	23%	24%
17	1170	1%	.	.	i	-2	.	26%
18	1391	-2%	-7.0	981	i	3	-27%	0%
19	1432	14%	-8.1	960	i	-5	10%	-8%
20	1093	11%	-1.7	1121	i	17	-18%	-5%
21	900	4%	-5.1	1134	i	-6	-15%	-7%
22	1382	-1%	-0.6	1458	i	-2	-16%	-10%
23	1042	-5%	6.3	800	i	-7	-1%	-6%
24	1044	3%	.	.	i	2	-62%	-184%
25	1622	9%	0.0	1325	i	-9	-10%	1%
26	1304	-2%	-1.8	1103	i	-2	4%	12%
27	1338	16%	-1.9	540	i	-3	-10%	18%
28	1180	-4%	-2.8	1182	i	4	-1%	16%
29	1373	-5%	-1.6	1100	.	.	-1%	16%
30	740	13%	-3.8	830	i	-4	-13%	-24%
31	1827	0%	0.4	1041	i	-3	-24%	10%
32	928	6%	-1.0	1082	i	2	4%	3%
